Screens: PubChem BioAssay, several laboratories
NR2E3 ag-1 – activates human photoreceptor nuclear receptor NR2E3; inhibition of corepressor binding, % at 4.78 µM; AID 2300; GST-NR2E3/biotin-RetCOR TR-FRET, 1536-well; hit rate 0.12% among 320,000;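 active = percent inhibition above the cutoff of mean plus 3 SD of all tested compounds, set per screening campaign, cut at about 20% in these data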;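 note: 0% = DMSO wells and 100% = biotin wells as full block of FRET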
Target sequence (Q9Y5X4 whole entry, looked up): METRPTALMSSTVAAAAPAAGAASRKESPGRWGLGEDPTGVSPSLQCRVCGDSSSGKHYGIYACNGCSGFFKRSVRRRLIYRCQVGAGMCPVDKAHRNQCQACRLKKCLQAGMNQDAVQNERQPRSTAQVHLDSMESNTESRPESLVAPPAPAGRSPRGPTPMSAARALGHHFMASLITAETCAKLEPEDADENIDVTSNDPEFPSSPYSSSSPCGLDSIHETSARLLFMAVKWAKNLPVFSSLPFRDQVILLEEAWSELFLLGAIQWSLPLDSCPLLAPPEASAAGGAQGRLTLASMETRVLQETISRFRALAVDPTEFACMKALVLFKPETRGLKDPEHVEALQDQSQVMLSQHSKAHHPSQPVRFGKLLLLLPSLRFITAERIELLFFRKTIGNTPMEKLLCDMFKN
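Material: NR2E3–RetCOR corepressor complex / Incubation: Compound–protein incubation for 5 h at 4 °C / Dosing: compound at 4.8 µM, single dose / Detection: time-resolved FRET / Benchmarks: high control biotin, low control 0.6% DMSO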
MITF TRPM1 inh – MITF TRPM1 promoter inhibition in SK-MEL-5 cells. hit rate 0.83% among 330,000. inhibition, % at 12.5 µM. SK-MEL-5 TRPM1 promoter luciferase, 24 h;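 active = mean inhibition across replicates of 60% or more, whatever share of single replicates reaches that level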; note: values of inactives mirror those of a sister screen read the other way
iPSC survival up – hiPSC single-cell survival enhancement | ATPlite luminescence; 100% = ROCK inhibitor wells, 0% = DMSO | survival enhancement, % at 20 µM | hit rate 0.044% among 360,000 | AID 602274; in the data active = survival enhancement above about 18%;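 note: cells exposed to compounds for 16 hours before the ATP read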
HIF-2a inh – HIF-2a inhibition. inhibition, % at 18.8 µM. hit rate 0.72% among 360,000. 786-0 RCC cells HIF-2a reporter, luciferase luminescence, overnight;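 active = inhibition of the luminescence signal of 40% or more relative to plate controls, in a single-dose primary screen at 18.75 µM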
aDG glyco up – alpha-DG glycosylation activation; Pro5-aDG cells, alpha-DG glycosylation AlphaScreen (IIH6); 0% Pro5, 100% B10-LARGE cell signal; activation, % at 10 µM; hit rate 0.22% among 360,000; AID 624168;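 active = activation of at least 8% versus controls, or a plate z-score of at least 8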;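 note: Pro5 are CHO cells carrying HIG-tagged alpha-DG that lacks glycosylation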
Peg3 promoter – inhibitors of Peg3 promoter. hit rate 1.7% among 360,000. AID 588405. HeLa PEG-Prom luciferase reporter, luminescence, overnight. inhibition, % at 20 µM;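 active = inhibition of at least 50% at 20 µM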
CaV13 ICDI inh – Primary screen for inhibitors of IQ motif and Ca2+-dependent inactivation inhibitor domain binding in CACNA1D, Förster resonance energy transfer in living cells, …. hit rate 0.098% among 340,000. HEK cells, CFP/YFP FRET ICDI-IQ, plate reader, 10 min; percent FRET-ratio fall versus neutral wells. inhibition, % at 12.3 µM. AID 743397;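 active = mean replicate inhibition of at least 30% and at least 1% of replicates passing that level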;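 note: 0% = median of the neutral control wells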
Granule exo inh – blocks lytic granule exocytosis. inhibition, % at 10 µM. AID 651702. hit rate 0.66% among 360,000. TALL-104 LAMP-1 surface exposure, flow cytometry; cells stimulated with thapsigargin and PMA;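 active = inhibition above about 55%, limit read from the data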
Vif imaging – inhibitors of HIV Vif; HEK293T cells, Vif self-association by quenched fluorescence, imaging, 24 h; inhibition, % at 7.49 µM; hit rate 0.35% among 340,000; in the data active = inhibition above about 50%, passing the limit was not always enough; note: some results filed as inactive read as strong as hits
NR2E3 ag-2 – activates human NR2E3 receptor. CHO-S Gal4-NCOR/VP16-NR2E3 two-hybrid, luciferase. inhibition of corepressor binding, % at 3.98 µM. hit rate 0.35% among 360,000. AID 602229;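 active = inhibition above the mean of all tested compounds plus 3 SD, cut at about 70% in these data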;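 note: 0% = DMSO with NR2E3 transfected cells and 100% = cells lacking NR2E3 construct; higher means lower luciferase signal from less NR2E3 corepressor binding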
PDI inh – blocks human protein disulfide isomerase activity | P07237 | PDI insulin aggregation turbidity, A650, 90 min | inhibition, % at 10 µM | hit rate 0.052% among 350,000 | AID 588391;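 active = mean inhibition across replicates of 30% or more, whatever share of single replicates reach that level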;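 note: absorbance from insulin aggregation driven by PDI reduction with DTT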
Target sequence (P07237 whole entry, looked up): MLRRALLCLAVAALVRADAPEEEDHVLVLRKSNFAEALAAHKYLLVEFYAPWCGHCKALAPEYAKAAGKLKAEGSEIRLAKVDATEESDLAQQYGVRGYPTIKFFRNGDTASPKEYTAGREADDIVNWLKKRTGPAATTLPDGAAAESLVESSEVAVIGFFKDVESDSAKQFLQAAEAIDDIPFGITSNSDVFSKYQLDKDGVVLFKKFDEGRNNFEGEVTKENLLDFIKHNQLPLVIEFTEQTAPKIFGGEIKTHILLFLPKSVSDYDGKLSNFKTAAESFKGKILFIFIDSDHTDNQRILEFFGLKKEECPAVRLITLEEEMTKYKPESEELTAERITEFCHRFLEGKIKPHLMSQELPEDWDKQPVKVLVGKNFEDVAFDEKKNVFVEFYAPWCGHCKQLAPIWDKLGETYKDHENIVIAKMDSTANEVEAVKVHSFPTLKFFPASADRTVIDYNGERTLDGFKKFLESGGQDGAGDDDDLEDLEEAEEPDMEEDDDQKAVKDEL
* hit, by the source's call; . = not tested or not shown. No enrichment for hits; about 3.5% have a hit in one of these screens.

SMILES	NR2E3 ag-1	MITF TRPM1 inh	iPSC survival up	HIF-2a inh	aDG glyco up	Peg3 promoter	CaV13 ICDI inh	Granule exo inh	Vif imaging	NR2E3 ag-2	PDI inh
COc1cccc(OCc2nnc(SCc3cc(=O)[nH]c4ccccc34)o2)c1	6	0	2.8	15	0.1	8	-5	6	-4	-3	-12
CC(C)(C)NC(=O)NC(=O)COC(=O)c1nc(-c2ccccc2)n(-c2cccc(C(F)(F)F)c2)n1	1	4	1.3	-16	-0.4	-13	-2	0	7	-43	20
COc1ccccc1NC(=O)COC(=O)C12CC3CC(CC(Cl)(C3)C1)C2	-2	-1	0.1	17	0.0	14	-17	-2	-7	11	9
CCCN(CC(=O)Nc1ccccc1C)C(=O)/C=C/c1ccc(OC)c(OC)c1	.	.	-2.1	8	0.1	2	-11	-3	.	-49	-4
OC(c1ccccc1)(c1nc(-c2cccc(C(F)(F)F)c2)cs1)C(F)(F)F (stereo not given)	.	.	1.8	10	0.3	44	-1	3	.	-36	6
C[C@@H]1CN([C@@H](C)CO)C(=O)CCCn2nncc2CO[C@H]1CN(C)S(=O)(=O)c1ccc(Oc2ccccc2)cc1	.	.	-0.5	-2	0.3	8	-10	-1	.	12	1
CCOc1ccc(N2C(=O)C3ON(c4ccccc4)C(c4ccco4)C3C2=O)cc1 (stereo not given)	7	-1	-0.7	13	0.9	-9	-4	-3	7	-9	-1
CCC1CO/C(=C(\C(=C(Cl)Cl)N2CCOCC2)[N+](=O)[O-])N1 (stereo not given)	3	-8	0.5	7	-0.1	7	-11	4	0	-11	-3
CCCn1c(SC(C)C(=O)O)nc2ccccc21 (stereo not given)	-2	4	-1.6	7	0.1	6	.	-1	-6	-5	0
C=CCC[C@H](Cc1ccc(F)cc1)C(=O)OC[C@H]1CCCN1C(=O)[C@@H](CC=C)CC(=O)NCCO	.	-3	-2.2	7	-0.1	-6	-5	-4	-5	-24	14
COc1cc(NC(=O)COC(=O)CO/N=C(\C)c2ccc3c(c2)OCO3)cc(OC)c1	-3	5	0.7	11	0.2	10	-3	-2	33	-9	7
CCCCCC(=O)NNC1=NCC(Cc2cccc(Cl)c2)S1 (stereo not given)	3	-2	-0.9	17	0.4	2	1	-2	1	-15	-4
CC(C)NC(=O)N(C)C[C@@H]1OCCCC[C@@H](C)Oc2ccc(NC(=O)Nc3ccc(F)cc3)cc2C(=O)N([C@H](C)CO)C[C@@H]1C	.	.	1.6	-15	-0.6	1	-4	-6	-4	18	.
Cc1cc(C)c(NC(=O)C2CCCN2CCOC(=O)c2ccccc2)c(C)c1 (stereo not given)	7	4	-1.9	18	-0.2	22	-3	27	-1	-26	-7
Cc1ccc(CN2C(=O)C(C)Nc3ncnc(N4CCN(c5ccccn5)CC4)c32)cc1 (stereo not given)	1	1	0.3	-1	-0.1	-3	-11	6	17	-10	19
CCN(CC(=O)NC1CCS(=O)(=O)C1)S(=O)(=O)c1ccc(F)cc1 (stereo not given)	-1	14	0.3	23	-0.2	-11	-4	-5	14	12	-13
O=C(Oc1cccc(Oc2ccccc2)c1)N1CCOCC1	2	-6	4.0	-26	0.0	-5	-3	-3	.	3	1
O=C(NC(=S)Nc1cc(C(F)(F)F)ccc1Cl)c1ccccc1	-1	10	-2.6	-120	0.0	-57	.	5	-1	-15	-10
COc1ccc(CNC(=O)Cn2cnc3c(=O)n(C)c(=O)n(C)c32)cc1	0	20	1.1	42*	0.0	8	-10	2	.	-16	-3
CCCCCCCCN1N=N[C@H]2[C@H]1[C@@H]1C[C@H]2N(C(=O)OC(C)(C)C)O1	.	6	-2.0	11	-0.1	-7	-8	-5	-4	-1	-10
Cc1cc(N2CCOCC2)nc2ccc(NC(=S)NCc3ccc4c(c3)OCO4)cc12	1	15	0.6	-18	-0.2	-10	-2	5	-13	-28	-3
O=C(/C=C/c1ccccc1)N/C(=C/c1ccccc1)C(=O)NCCO	-1	9	-3.1	0	-0.4	3	-10	-1	1	-12	-2
Clc1ccc(-c2nc3ccccc3nc2-c2ccccc2)cc1	-2	3	-0.5	24	-0.1	16	-3	0	-14	-14	-11
COc1ccccc1OC1=NS(=O)(=O)c2ccccc21	2	23	-0.4	2	-0.4	11	.	-1	8	-4	-2
COc1ccc(NC(=O)CCc2nnc3ccc(NCc4ccco4)nn23)cc1	0	14	0.0	12	0.0	-10	-17	-2	-4	-9	-3
CCOc1ccccc1C(=O)NC(C(=O)NCc1ccccc1OC)C(C)C (stereo not given)	1	-6	-1.6	18	0.0	12	1	8	-4	-14	6
Cc1ccc(OCCC(=O)OCC(=O)Nc2ccc(N3CCOCC3)cc2)cc1	2	-4	-0.3	4	0.2	-7	-4	3	-1	7	-14
NS(=O)(=O)c1ccc(N=Nc2ccc(=O)[nH]c2O)cc1	8	6	-0.1	9	-0.1	11	-13	2	2	-5	11
O=C(NCc1ccccc1Cl)C1CCN(S(=O)(=O)N2CCCCC2)CC1	2	1	2.5	-17	0.0	-14	-5	7	1	9	-1
COc1ccc(CCN2C(=O)CC(Cc3ccc(Br)cc3)C2=O)cc1OC (stereo not given)	-2	-19	-0.9	20	0.1	11	-5	16	-2	-28	1
CC(NC(=O)CCC(=O)N1CCCCCC1)c1ccccc1 (stereo not given)	-3	3	-0.5	11	0.1	3	-4	-4	17	-21	-7
O=C1C=C(N2CCN(C3=CC(=O)CCC3)CC2)CCC1	1	-3	-2.7	11	0.0	8	-5	0	-8	7	-6
COc1cc(CNc2ncn[nH]2)ccc1OCc1cccc(C)c1	0	-73	-0.2	-221	0.1	-139	-6	-6	-8	-37	-1
CC12CCC(=O)N1C(C(=O)Nc1ccc(Br)cc1Cl)CS2 (stereo not given)	-4	-2	-0.2	9	-0.1	18	-7	-2	.	-22	-3
O=C(O)Cc1sc(-c2ccccc2)nc1-c1ccccc1	6	6	-0.5	3	-0.1	8	-5	1	8	8	-5
COc1ccc(-n2cnnc2SCC(=O)c2ccc(S(=O)(=O)N3CCOCC3)cc2)cc1	1	3	2.1	11	0.3	-3	-5	-7	-13	-20	2
COc1ccccc1N1CCN(Cc2nc3ccccc3c(=O)n2CC(C)=O)CC1	-2	4	14	5	-0.1	17	-4	9	18	-17	-8
Cc1ccccc1C(=O)N(Cc1nc2ccccc2c(=O)[nH]1)C1CCCC1	-1	9	1.3	32	0.4	18	-5	5	-13	-16	5
C[C@H]1CN([C@@H](C)CO)S(=O)(=O)c2ccc(Br)cc2O[C@H]1CN(C)S(=O)(=O)c1ccccc1	.	.	-1.1	8	0.2	17	-6	-1	0	-12	3
O=C(CN1CCOC1=O)N1CCCC(Nc2ccc(F)c(F)c2)C1 (stereo not given)	-1	-7	-0.6	-27	-0.1	-23	-5	0	-6	-26	-11
CC(C)c1ccc(OCC(=O)NCCO)cc1	3	-12	1.9	-66	-0.2	-50	-5	7	6	-4	10
CC(C)(O)CC[C@@H](O)[C@](C)(O)[C@H]1CC[C@@]2(O)C3=CC(=O)[C@@H]4C[C@@H](O)[C@@H](O)C[C@]4(C)C3CC[C@]12C (stereo not given in full)	-4	2	0.2	1	-0.1	15	.	-4	17	-4	.
CCCOc1ccc(N2C(=O)CC(N(CCc3ccccc3)C(=O)c3ccccc3)C2=O)cc1 (stereo not given)	0	0	0.1	15	-0.1	-1	-1	0	6	-1	0
Cc1ccc(C(=O)N2CC(C)OC(C)C2)c(Cl)c1 (stereo not given)	1	-18	-0.5	11	0.0	8	-4	1	1	9	-1
COc1cccc(N(Cc2nnc3n2CCCCC3)C(=O)Nc2ccccc2F)c1	7	4	-0.5	15	0.0	19	2	-2	7	-14	0
Cc1noc(C)c1CSc1nc2sc(C)c(C)c2c(=O)n1-c1ccccc1	3	-9	4.6	6	0.1	7	.	-4	.	-16	-10
COc1ccc(C(C(=O)NC(C)(C)C)N(C(=O)CNC(=O)c2cccs2)c2ccc(NC(C)=O)cc2)cc1OC (stereo not given)	9	3	-0.9	10	-0.3	1	-2	-2	-12	0	0
Cc1ccc(NC(=O)CN(C)C(=O)Cn2nnc(-c3ccccc3)n2)cc1	2	-3	0.0	12	0.0	3	-5	0	0	12	5
COc1cc(/C=N/N=C(\N)c2nonc2N)cc(OC)c1OC	2	4	-0.1	-14	0.0	-10	-7	2	5	-96	0
CCSc1nc2cc(OC)c(OC)cc2c(=O)n1CCc1ccccc1	0	-6	0.3	6	0.1	24	-4	-1	-5	-14	-10
Cc1ccnc(NC(=O)COc2c(C)cc(C)cc2[N+](=O)[O-])c1	1	-15	1.8	-2	0.2	-6	-4	-1	1	3	3
O=C(CP(=O)(c1ccccc1)c1ccccc1)N1CCCCC1	2	-1	-1.8	4	0.0	6	.	-3	-10	-1	2
O=S(=O)(c1ccc(F)c(F)c1F)N1CCN(C(=S)NC2CC3CCC2C3)CC1 (stereo not given)	0	4	-0.3	23	0.0	18	-7	4	-10	-1	-7
CC(=O)Nc1ccc(-n2c(C)c(C(C)=O)c(C(C)=O)c2C)cc1	3	-3	5.0	10	-0.3	13	.	-7	.	-17	4
CCCS(=O)(=O)c1c(S(=O)(=O)CCC)c2cnccn2c1C(=O)c1ccc(Cl)cc1	0	-6	-0.4	19	0.1	13	.	-3	-14	-14	-7
COc1ccc(N(Cc2cc3ccc(C)cc3[nH]c2=O)C(=O)C2CCCO2)cc1 (stereo not given)	0	-5	-0.5	12	0.0	19	-2	-2	1	3	0
CN1CCN(CCCNC(=O)c2ccc(/C=C3\Oc4ccccc4N(Cc4ccc(Cl)cc4)C3=O)cc2)CC1	2	96*	-0.1	89*	-0.3	109*	-16	28	-20	-42	-5
COc1ccc(C2Nc3ccccc3C(=O)N2c2ccc(F)cc2)cc1CSc1ccccn1 (stereo not given)	-8	-34	-2.3	-114	0.3	-128	-5	1	-3	-6	-30
CCC(C)NCCOc1ccc(Br)cc1 (stereo not given)	0	-9	-1.5	15	0.1	6	-6	-2	2	12	-4
Cc1ccc(N(CC2CO2)S(=O)(=O)c2ccccc2[N+](=O)[O-])cc1 (stereo not given)	2	5	-0.1	6	0.0	1	-4	-1	0	4	2

One compound at a time, from the list above.
CCC(C)NCCOc1ccc(Br)cc1 (stereo not given) is entered as NR2E3 ag-1: 0; MITF TRPM1 inh: -9; iPSC survival up: -1.5; HIF-2a inh: 15; aDG glyco up: 0.1; Peg3 promoter: 6; CaV13 ICDI inh: -6; Granule exo inh: -2; Vif imaging: 2; NR2E3 ag-2: 12; PDI inh: -4
CC(NC(=O)CCC(=O)N1CCCCCC1)c1ccccc1 (stereo not given) is entered as NR2E3 ag-1: -3; MITF TRPM1 inh: 3; iPSC survival up: -0.5; HIF-2a inh: 11; aDG glyco up: 0.1; Peg3 promoter: 3; CaV13 ICDI inh: -4; Granule exo inh: -4; Vif imaging: 17; NR2E3 ag-2: -21; PDI inh: -7
